# AID inhibitor = activation induced cytidine deaminase inhibition | AID deamination FRET fluorescence, UDG-coupled, 4 h | Potency, µM (doses to about 115 µM), for inactives: at the top dose activity change, negative = inhibition, actives largely listed as inhibitors | actives 0.32% (n = 91,000) | AID 1347428; further: nearly all actives have a fitted effect of over 25% in size
# Target sequence (Q9GZX7 whole entry, looked up): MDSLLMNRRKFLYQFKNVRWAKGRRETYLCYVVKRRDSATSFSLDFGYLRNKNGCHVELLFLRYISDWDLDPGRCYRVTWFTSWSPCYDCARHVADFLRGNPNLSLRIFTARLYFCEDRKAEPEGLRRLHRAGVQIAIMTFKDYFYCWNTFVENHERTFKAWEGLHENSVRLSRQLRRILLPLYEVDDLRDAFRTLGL
# UDG counter = blocks uracil-DNA glycosylase in AID counter-screen | FRET deamination/UDG coupled assay, UDG read, 4 h | Potency, µM (titrated, usually from 115 µM), without a hit: at the highest dose activity change, negative = inhibition, usual class: inhibitors | actives 0.14% (n = 91,000) | AID 1347430; further: nearly all actives have a fitted effect of over 65% in size
# An asterisk follows results filed as active; u = inconclusive; [ ] = dose if it differs, or a comment. The call rests on the fitted dose curve; in most records, active means well fitted curve in the direction sought with a large enough effect; inconclusive means small, poorly fitted or top-dose-only effect, or another doubt; inactive means no such curve, though single readings can be large; an effect the other way counts as inactive or inconclusive. On the % scale 0 is the no-effect control and ±100 the full control effect; potency means the concentration at half of the fitted maximal effect. This is a subset (hit frequency here may not be typical).
SMILES,AID inhibitor,UDG counter
COc1cccc(-c2cc(C(F)(F)F)nc(-n3nc(C)c(Br)c3C)n2)c1,-6%,-6%
Cc1ccc(C)c(N2CCN(C(=O)CN3C(=O)CSc4c3c(C)nn4-c3ccccc3)CC2)c1,0%,-10%
COc1ccc(NC(=O)[C@H](Cc2ccccc2)N2Cc3ccccc3C2=O)cc1OC,44%[activator],-15%
COc1ccc2cc(C(=O)N(C)CC(=O)Nc3c(C)cc(C)cc3C)c(C)nc2c1,6%,-4%
Cc1cc(Cl)ccc1NC(=O)CSc1ncnc2ccccc12,-23%,-5%
COc1ccc(/C=C/C(=O)Nc2ccc(C)cc2)cc1,13%[57.5 µM],-6%[57.5 µM]
CCCc1ccc(C(=O)COC(=O)c2ccc3ccccc3c2)cc1,21%,3%
CC(OC(=O)c1ccc2ccccc2n1)C(=O)NC1(C#N)CCCCC1 (stereo not given),-10%,-11%
COc1ccc(CNc2nc(NCc3ccc(OC)cc3)n(S(=O)(=O)c3ccccc3)n2)cc1,-1%,-3%
CCc1ccccc1NC(=O)C(=O)NCC(c1cccnc1)N1CCN(c2ccccc2F)CC1 (stereo not given),2%,1%
CCc1cccc(NC(=O)C2CCN(S(=O)(=O)c3ccc(Br)s3)CC2)c1,-8%,-13%[57.5 µM]
CCC(C)(C)NC(=O)/C=C/c1cccc(C#N)c1,1%,1%
CC(=O)c1c(C)n(-c2cccc3ccccc23)c2ccc(O)cc12,-1%,-1%
COc1cccc(-n2cc(C(=O)NCCc3ccc(C)cc3)c3ccccc3c2=O)c1,-21%,-7%
CCCN1C(=O)C(NC(=O)CC)(C(F)(F)F)N=C1c1ccccc1 (stereo not given),5%,8%
COc1ccc(-c2c3c(=O)n(C)c(=O)n(C)c3cn2-c2cccc(N)c2)cc1,-22%,-8%
COc1ccc(-c2nn(CC(=O)Nc3ccccc3F)c3c2cnc2ccc(F)cc23)cc1,-3%,15%
CCCN(Cc1nnc(-c2ccccc2Cl)o1)C(=O)c1ccc(C#N)cc1,0%,-4%
CCCc1nc2ccccc2n2c(-c3cccc(C)c3)c3c(=O)n(C)c(=O)n(C)c3c12,u,u
CCc1cccc(NS(=O)(=O)c2cc(-c3cnc(C)o3)ccc2OC)c1,u,3%
CCC1CN(C(=O)Nc2cccc3c2CCCC3)c2cc(C)ccc2O1 (stereo not given),-15%,0%[57.5 µM]
CC(=O)c1ccc(N2CCN(C(=O)C3CCN(S(=O)(=O)c4cccc5nonc45)CC3)CC2)cc1,u,21%
Fc1ccc(NCc2ccccc2F)cc1,17%,3%
Cc1c(C(=O)NCc2ccc(F)cc2)sc2nc(-c3ccc(F)cc3)cn12,-23%,-4%

# Copied from the list:
# UDG counter, `COc1ccc(-c2nn(CC(=O)Nc3ccccc3F)c3c2cnc2ccc(F)cc23)cc1` stands at 15%
# UDG counter, `CC(=O)c1ccc(N2CCN(C(=O)C3CCN(S(=O)(=O)c4cccc5nonc45)CC3)CC2)cc1` stands at 21%

# More results
SMILES,AID inhibitor,UDG counter
Cc1cccc(C(=O)NCC(c2cccs2)S(=O)(=O)c2cccs2)c1 (stereo not given),-21%,u
COCCn1c(COc2ccccc2-c2ccccc2)nnc1SC(F)F,-5%,-5%
O=C(NNC(=S)NC(=O)c1ccccc1)c1ccncc1,10%,3%
CC(C)CCn1c(=O)c2cccnc2n(CC(=O)Nc2ccc(F)cc2)c1=O,4%,6%
COc1ccc(N2CCN(c3ncnc4onc(-c5ccc(F)cc5)c34)CC2)cc1,-11%,-8%
CCOc1ccccc1CNC(=O)c1[nH]c2ccccc2c1Sc1ccccc1,8%,2%
Cc1nn(CC(O)c2cccc(F)c2)c(=O)c2ccccc12 (stereo not given),0%,3%
COc1cccc(NC(=O)c2c(-c3ccc(C)cc3)nnc3ccccc23)c1,2%,-4%
COc1cc(C2CC(=O)Nc3c2c(C)nn3-c2nncc(-c3ccccc3)n2)cc(OC)c1OC (stereo not given),-2%,5%
O=c1n(Cc2ccccc2)nc2n1-c1ccccc1OC2,-1%,4%
CCOC(=O)c1cnc(NCc2ccccc2OC)c2ccccc12,u,-13%
CCc1ccc(-c2cc(C(=O)O)c3ccc(C)c(C)c3n2)cc1,-14%,7%
FC(F)(F)c1ccc(/C=N/Nc2ccc(Cl)cc2)cc1,-13%,-19%
O=C(CN1Cc2ccccc2C1=O)Nc1ccc(S(=O)(=O)N2CCCCCC2)cc1,-6%,4%
COc1cccc(CNC(=O)Cc2n[nH]c(=O)c3ccccc23)c1,0%,2%
O=C(COc1ccc(F)c(Cl)c1)N1CCC(c2nc3ccccc3o2)CC1,-8%,-5%
Cc1ccc(C(=O)c2c(N)c(C(=O)Nc3cccc(C(F)(F)F)c3)c3ccccn23)cc1,15%,0%
CC(C)C(NC(=O)c1ccccc1Cl)c1nc(-c2cccnc2)no1 (stereo not given),-1%,0%
COc1cc(C)c(NC(=O)c2c(C)noc2C(C)C)cc1OC,2%,-5%
CCCN(CCC)C(=O)C1CCN(c2cc(C)nc3c(-c4ccc(Cl)cc4)c(C)nn23)CC1,-21%,-5%
O=C(Cn1nc2c(cc1=O)CCCC2)NCc1ccccc1,-3%,2%
COc1ccc(N(C(=O)c2ccccc2C)S(=O)(=O)c2ccc(Cl)cc2)cc1,-16%,-28%
CCOc1ccccc1CNS(=O)(=O)c1cnc(N)nc1,5%,3%
O=c1c2ccccc2n(Cc2cccc(Cl)c2)c(=O)n1Cc1ccccc1,14%,-8%
COCCn1c(SCC(=O)Nc2ncc(Cl)cc2Cl)nc2ccccc21,-13%,-8%
CN(Cc1ccccc1)C(=O)c1ccc2c(c1)CCCN2S(C)(=O)=O,3%,-9%
CCc1ccc(NC(=O)N2CCC(N3CCN(Cc4ccc(C)cc4)C(=O)C3=O)CC2)cc1,u,-16%[57.5 µM]
CCOc1ccccc1C(=O)N(Cc1ccco1)Cc1ccccc1F,u,2%[57.5 µM]
Cc1ccc(N2CCN(C(=O)c3cnn(-c4ccc(C)c(C)c4)c3C3CCNCC3)CC2)c(C)c1,29%,5%
CSC(C)C(=O)N(C)Cc1ccsc1 (stereo not given),7%,8%
CCCCCn1cnc2c1c(=O)[nH]c(=O)n2CCCC,-12%,-27%
CCn1c(C(=O)NCc2cc(Br)ccc2OC)cc2oc3ccccc3c21,-23%,-7%
CCOc1c(Cl)cc(C(=O)N(Cc2ccc(N(C)C)cc2)Cc2ccco2)cc1Cl,u,-14%
O=C(COc1ccc(F)cc1)Nc1ccc(S(=O)(=O)N(Cc2ccccc2)c2ccccc2)cc1,66%[activator][57.5 µM],2%[57.5 µM]
Cc1ccc(C(=O)N(C)C2CCCCC2)cc1I,-14%,-1%
COc1ccccc1CNS(=O)(=O)c1ccc(-c2cnc(C3CC3)o2)cc1,-5%,3%

# A draw from above in order of SMILES length, highest first:
SMILES,AID inhibitor,UDG counter
O=C(CN1Cc2ccccc2C1=O)Nc1ccc(S(=O)(=O)N2CCCCCC2)cc1,-6%,4%
COc1cccc(-c2cc(C(F)(F)F)nc(-n3nc(C)c(Br)c3C)n2)c1,-6%,-6%
O=C(COc1ccc(F)c(Cl)c1)N1CCC(c2nc3ccccc3o2)CC1,-8%,-5%
CC(OC(=O)c1ccc2ccccc2n1)C(=O)NC1(C#N)CCCCC1 (stereo not given),-10%,-11%
COCCn1c(SCC(=O)Nc2ncc(Cl)cc2Cl)nc2ccccc21,-13%,-8%
Cc1nn(CC(O)c2cccc(F)c2)c(=O)c2ccccc12 (stereo not given),0%,3%
Fc1ccc(NCc2ccccc2F)cc1,17%,3%

# Later entries
SMILES,AID inhibitor,UDG counter
O=C(CSc1cnc2ccccc2n1)OCc1ccccc1,-13%,1%
CSc1ccc(NC(=O)c2ccc3c(c2)CCC3)cc1,0%,-7%
COC(=O)CSc1nc2c(cnn2-c2ccc(F)cc2)c(=O)[nH]1,-18%,2%
CCCNC(C(=O)O)C(C)C (stereo not given),-1%,0%
O=C(NCCCCCCNC(=O)C1CC1)C1CC1,9%,10%
CCOc1ccc(C(=O)c2cn(CC(=O)Nc3cc(OC)ccc3OC)c3cc(OC)c(OC)cc3c2=O)cc1,-8%,-2%
Cc1cc(SCC2CCCCO2)nc2ccccc12 (stereo not given),-3%,2%
NC(=O)CCN1CCN(S(=O)(=O)c2ccc(F)c(Cl)c2)CC1,0%,-1%
COc1cc(NC(=O)CCc2c(C)n(C)c3cc(-c4ccccc4C)nn3c2=O)cc(OC)c1OC,7%,1%
O=S(=O)(c1ccccc1)c1nc(-c2cccs2)oc1N1CCCCC1,-6%[57.5 µM],u
CCOc1ccc(-n2nc3ccc(NC(=O)c4ccc(-c5cccc(Cl)c5)o4)cc3n2)cc1,3%,-5%
S=c1[nH]c(-c2ccc(Cl)cc2Cl)cs1,-5%,0%
COc1ccc(C)cc1NC(=O)C1CCCN(S(=O)(=O)c2ccc3c(c2)oc(=O)n3C)C1 (stereo not given),-3%,-5%
O=C(Nc1ccccc1I)c1cc[n+]([O-])cc1,3%,-1%
Cc1ccc(C(=O)C2CCN(Cc3ccc(C#N)cc3)CC2)c(C)c1,-12%,-12%
CC(C)=CC1C(C(=O)N(C)CC(=O)NC(C)C)C1(C)C (stereo not given),0%,-1%
Cc1oc(-c2cccs2)nc1C(=O)NCCCCN1CCOCC1,17%,-5%
O=c1oc2ccccc2cc1-c1csc(Nc2ccccc2)n1,3%,5%
COc1ccc(/C=C(\NC(=O)c2ccccc2)C(=O)O)cc1,5%,1%
Cc1nnc(SCC(=O)N(C)CCOc2ccc(Br)cc2)n1C,-4%,-5%
O=C(CCC1CCCO1)NC1CCCCC1 (stereo not given),0%,4%
CSc1ncc2c(n1)-c1ccccc1N(Cc1ccccc1C)S2(=O)=O,19%,2%
Cc1cc(F)ccc1Nc1nc2ccccc2n2nnnc12,-12%,-29%
CCCCOc1cccc(N)c1,-1%,2%
O=C(Nc1ccccc1)c1ccc2c(O)c(S(=O)(=O)c3ccc(Cl)cc3)c(=O)[nH]c2c1,-24%,-6%
C/C(=N\NC(=O)c1cccs1)c1ccc(-c2ccccc2)cc1,-6%,-1%
Cc1cccc(CNC(=O)C(=O)Nc2ccccc2C)c1,20%,4%
Nc1nc(N)nc(-c2ccncc2)n1,7%,-8%
CCc1ccc(Cn2nnc(C(=O)Nc3ccc(C)cc3)c2N)cc1,-17%,-17%
O=C(O)COCC(=O)N1CCOCC1,11%,9%
COc1ccccc1CNC(=O)CCc1c(C)nc2c(c(C)nn2-c2ccc(C)c(C)c2)c1C,u,-8%
O=C(OCc1ccc(F)cc1F)c1cccc([N+](=O)[O-])c1,-15%,-12%

# Seven entries drawn at random from those above:
SMILES,AID inhibitor,UDG counter
CCOc1ccc(C(=O)c2cn(CC(=O)Nc3cc(OC)ccc3OC)c3cc(OC)c(OC)cc3c2=O)cc1,-8%,-2%
COc1ccc(CNc2nc(NCc3ccc(OC)cc3)n(S(=O)(=O)c3ccccc3)n2)cc1,-1%,-3%
CCOc1ccccc1CNS(=O)(=O)c1cnc(N)nc1,5%,3%
COc1cccc(-c2cc(C(F)(F)F)nc(-n3nc(C)c(Br)c3C)n2)c1,-6%,-6%
COc1ccccc1CNC(=O)CCc1c(C)nc2c(c(C)nn2-c2ccc(C)c(C)c2)c1C,u,-8%
O=C(COc1ccc(F)cc1)Nc1ccc(S(=O)(=O)N(Cc2ccccc2)c2ccccc2)cc1,66%[activator][57.5 µM],2%[57.5 µM]
CCn1c(C(=O)NCc2cc(Br)ccc2OC)cc2oc3ccccc3c21,-23%,-7%
